K1F lysis inhibition = protection from phage-mediated lysis, alamar blue read-out – E. coli UTI89, K1F phage, bacterial capsule biogenesis inhibitors (AID 488966); E. coli UTI89 K1F phage lysis, alamar blue, 2 h; higher % means a stronger effect; inhibition, % at 100 µM, or IC50 in µM where a hit was titrated; hit rate 0.02% among 340,000;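 active = phage lysis inhibition, versus mean bacterial control, above a set limit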;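 also: capsule biogenesis inhibitors block K1F phage lysis so surviving cells raise fluorescence; higher fluorescence means more inhibition of phage lysis; actives were called in the ten point dose series up to 300 µM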
An asterisk follows results filed as active; [ ] = dose if it differs, or a comment.

`C[C@@H]1CN([C@H](C)CO)C(=O)c2cc(NC(=O)Nc3ccc(C(F)(F)F)cc3)ccc2O[C@H]1CN(C)S(=O)(=O)c1cccs1` gave K1F lysis inhibition 1.3%.
Oc1cc2c(cc1CN1CCc3ccccc3C1)OCO2 was read as K1F lysis inhibition -0.1%.
Screening CC1(c2nnc(Cc3ccccc3)o2)CC(c2ccncc2)=NO1 (stereo not given) returned K1F lysis inhibition 2.2%.
`COc1ccc(COC(=O)c2ccc(Cl)c(S(=O)(=O)N3CCOCC3)c2)cc1F` gave K1F lysis inhibition -0.2%.
Screening Cc1cc(C)n2nc(SC(C)C(=O)N3CC(C)OC(C)C3)nc2n1 (stereo not given) returned K1F lysis inhibition -1.2%.
O=C(Nc1ccc(F)cc1F)C1CCCN1S(=O)(=O)c1cccc2nsnc12 (stereo not given) was read as K1F lysis inhibition -0.2%.
Screening Cc1cccc(C(=O)N2CCCC(N3CCN(c4cccc(Cl)c4)CC3)C2)n1 (stereo not given) returned K1F lysis inhibition 0.0%.
COC(=O)c1cc(S(=O)(=O)NCc2cccs2)c[nH]1 was read as K1F lysis inhibition -3.0%.
`CC(C)CCOc1cccc(OCC(=O)Nc2ccncc2)c1` gave K1F lysis inhibition -0.3%.
Cc1cc(C)n(CC(=O)N2CCCC(N3CCN(c4ccc(F)cc4)CC3)C2)n1 (stereo not given) was read as K1F lysis inhibition 0.2%.
Screening CC1(C)c2ccccc2C(=O)c2ccccc21 returned K1F lysis inhibition 1.7%.
Screening Cc1cccc(N2CCN(C(=O)CCS(=O)(=O)c3ccc4c(c3)oc(=O)n4C)CC2)c1C returned K1F lysis inhibition -0.8%.
For CCOc1ccc(OCCC(=O)OCC(=O)Nc2cc(OCC)c(N3CCOCC3)cc2OCC)cc1 the results were K1F lysis inhibition -1.6%.
For Cc1[nH]c2ccccc2c1C(=O)C(=O)N1CCOCC1 the results were K1F lysis inhibition -0.2%.
For CC(=O)c1ccc(NC(=O)NC2CCCCCCC2)cc1 the results were K1F lysis inhibition 0.1%.
CCc1ccc(-c2nc(CS(=O)CC(=O)NCc3ccc4c(c3)OCO4)c(C)o2)cc1 (stereo not given) was read as K1F lysis inhibition -0.3%.
O=C(Cc1cccc(NC(=O)C2CCN(C(=O)CCc3ccccc3)CC2)c1)Nc1cccc(C(=O)N2CCCC2)c1 was read as K1F lysis inhibition 0.8%.
`CC1CN(C(=O)COC(=O)c2cnc(Cl)c(Cl)c2)CC(C)O1` (stereo not given) gave K1F lysis inhibition 0.8%.
For O=C(Nc1ccc(Br)cc1Cl)c1ccc2c(=O)n3c(nc2c1)CCC3 the results were K1F lysis inhibition 0.2%[50 µM].
`COc1ccccc1NCC(=O)c1ccc(Cl)cc1` gave K1F lysis inhibition 1.2%.
`CC1Cc2ccccc2N1S(=O)(=O)c1cccc(C(=O)NCc2ccncc2)c1` (stereo not given) gave K1F lysis inhibition -0.3%[50 µM].
For COc1ccc(-c2cn(-c3ccccc3)nc2C(=O)O)cc1OC the results were K1F lysis inhibition 0.1%.
Screening O=C(Cn1cc(C(F)(F)F)cc(Cl)c1=O)NCc1ccc(Cl)cc1Cl returned K1F lysis inhibition 0.5%.
Screening CN(C)c1ccc([N+](=O)[O-])cc1C(=O)NCC(c1ccco1)N(C)C (stereo not given) returned K1F lysis inhibition 0.0%.
Cc1ccc(-c2csc(N(CCO)CCCn3c(C(F)(F)F)nc4cc(C(F)(F)F)ccc43)n2)cc1 was read as K1F lysis inhibition 0.9%.
`CC(C)(C)c1ccc(-c2cc(-c3ccccc3O)[nH]n2)cc1` gave K1F lysis inhibition 0.1%.
For Cc1cccc(C)c1OCC(=O)NCc1ccccc1 the results were K1F lysis inhibition 0.2%.
CCN(CC)CCn1c2c(c(SCC(=O)Nc3nc(C)cs3)nc1=O)CCCC2 was read as K1F lysis inhibition 1.7%[50 µM].
`Cc1ccc(NS(=O)(=O)c2ccc3c(c2)NC(=O)CO3)c(C)c1` gave K1F lysis inhibition 0.0%.
CCCN1CCN(CCCNC(=O)CN2C(=O)c3cccnc3Oc3ccc(C)cc32)CC1 was read as K1F lysis inhibition 0.3%.

Arranged by length of the SMILES (ascending): part of the list above.
Screening CC1(C)c2ccccc2C(=O)c2ccccc21 returned K1F lysis inhibition 1.7%.
`COc1ccccc1NCC(=O)c1ccc(Cl)cc1` gave K1F lysis inhibition 1.2%.
Oc1cc2c(cc1CN1CCc3ccccc3C1)OCO2 was read as K1F lysis inhibition -0.1%.
For CC(=O)c1ccc(NC(=O)NC2CCCCCCC2)cc1 the results were K1F lysis inhibition 0.1%.
`CC(C)CCOc1cccc(OCC(=O)Nc2ccncc2)c1` gave K1F lysis inhibition -0.3%.
For Cc1[nH]c2ccccc2c1C(=O)C(=O)N1CCOCC1 the results were K1F lysis inhibition -0.2%.
Screening Cc1cc(C)n2nc(SC(C)C(=O)N3CC(C)OC(C)C3)nc2n1 (stereo not given) returned K1F lysis inhibition -1.2%.
For O=C(Nc1ccc(Br)cc1Cl)c1ccc2c(=O)n3c(nc2c1)CCC3 the results were K1F lysis inhibition 0.2%[50 µM].
CCN(CC)CCn1c2c(c(SCC(=O)Nc3nc(C)cs3)nc1=O)CCCC2 was read as K1F lysis inhibition 1.7%[50 µM].
`CC1Cc2ccccc2N1S(=O)(=O)c1cccc(C(=O)NCc2ccncc2)c1` (stereo not given) gave K1F lysis inhibition -0.3%[50 µM].
CCc1ccc(-c2nc(CS(=O)CC(=O)NCc3ccc4c(c3)OCO4)c(C)o2)cc1 (stereo not given) was read as K1F lysis inhibition -0.3%.

The list goes on.
CCOC(=O)c1c(NC(=O)c2ccn(CC)n2)sc2c1CCC2 was read as K1F lysis inhibition 3.8%.
Screening COC(=O)C1=C(CS(=O)(=O)c2ccccc2)NC(=O)NC1c1ccc(OC)c(OC)c1 (stereo not given) returned K1F lysis inhibition 0.4%.
`Cc1ccc(S(=O)(=O)CC(=O)N2CCN(c3cccc(C(F)(F)F)c3)CC2)cc1` gave K1F lysis inhibition -0.3%.
Screening O=C(N/N=C/c1ccccc1)C1CCCN1C(=O)c1cc([N+](=O)[O-])cc([N+](=O)[O-])c1 (stereo not given) returned K1F lysis inhibition -0.8%[50 µM].
Screening COc1cccc(NC(=O)CN(C)C(=O)C2=COCCO2)c1 returned K1F lysis inhibition 0.5%[50 µM].
Screening Cc1cc(C(=O)NC2CCCC(C)C2C)c2ccccc2n1 (stereo not given) returned K1F lysis inhibition 0.0%[50 µM].
`O=S1(=O)N=C(N(CCO)/N=C/c2ccc(Br)cc2)c2ccccc21` gave K1F lysis inhibition 0.3%.
For COc1ccc(N2CCOCC2)c(NC(=O)c2cccnc2)c1 the results were K1F lysis inhibition 0.0%.
COc1ccc(CNC(=O)CCC(=O)c2ccc(F)cc2)cc1OC was read as K1F lysis inhibition 1.1%.
For C[C@H](CO)N1C[C@H](C)[C@@H](CN(C)S(=O)(=O)c2ccccc2)Oc2c(NC(=O)Nc3ccc(C(F)(F)F)cc3)cccc2C1=O the results were K1F lysis inhibition 1.8%.
Screening CN1CCN(c2nc3ccccc3nc2NS(=O)(=O)c2ccc(Br)cc2)CC1 returned K1F lysis inhibition -0.1%.
For COc1cccc(C(=O)OCC(=O)Nc2cc(C)on2)c1OC the results were K1F lysis inhibition -0.6%.
Screening Cc1ccc(Nc2nnc(SCC(=O)c3c(N)n(C4CC4)c(=O)[nH]c3=O)s2)cc1C returned K1F lysis inhibition -0.4%.
CCC(OC(=O)CN1C(=O)c2ccccc2C1=O)C(=O)NC1CCCC1 (stereo not given) was read as K1F lysis inhibition 0.4%.
Screening NC(c1ccccc1)c1ccncc1 (stereo not given) returned K1F lysis inhibition 0.7%.
`CC(=O)c1ccc(NC(=O)C(C)OC(=O)/C=C/c2ccco2)cc1` (stereo not given) gave K1F lysis inhibition 2.2%.
For COc1cccc(NC(=O)CS(=O)(=O)c2cccc3nsnc23)c1 the results were K1F lysis inhibition -0.1%.
COc1ccc([C@H]2CC(=O)C=C(c3ccc(F)cc3OCc3ccccc3)C2)cc1OC was read as K1F lysis inhibition 0.3%.
For Cc1ccc(-n2ncc3c(NCc4cccnc4)ncnc32)cc1C the results were K1F lysis inhibition 1.0%.
O=c1[nH]cc(N=Cc2cc(Cl)cc(Cl)c2O)c(=O)[nH]1 was read as K1F lysis inhibition -2.8%.
`O=C(CSc1nc(=O)n2ccccc2n1)NCc1ccc(F)cc1` gave K1F lysis inhibition 0.6%[50 µM].
For CCN(CC)CCN(Cc1cc2cc3c(cc2[nH]c1=O)OCO3)C(=S)NCCCOC the results were K1F lysis inhibition 0.7%.
`CC(C)(C)OC(=O)C[C@@H]1C/C=C\C[C@H](CC(=O)N[C@H](CO)Cc2ccccc2)C(=O)N[C@@H](Cc2ccccc2)COC1=O` gave K1F lysis inhibition -0.1%.
Cc1nc([N+](=O)[O-])cn1CC(=O)Nc1ccc([N+](=O)[O-])cc1 was read as K1F lysis inhibition 2.5%.
For Cc1ccccc1-c1nnn(Cc2ccc(F)cc2Cl)n1 the results were K1F lysis inhibition 0.0%.
Screening COc1cc(C(=O)NCc2nnc(SCC(=O)NCCc3ccccc3)o2)cc(OC)c1OC returned K1F lysis inhibition 0.0%.
For O=C(Nc1cccc(N2C(=O)C=CC2=O)c1)c1cccs1 the results were K1F lysis inhibition -3.4%.
Screening CCn1cc(Cl)c(C(=O)Nc2nccs2)n1 returned K1F lysis inhibition 0.1%.
`CCCCN(C(=O)CCSc1ccc(F)cc1)c1c(N)n(Cc2ccccc2)c(=O)[nH]c1=O` gave K1F lysis inhibition -0.1%[50 µM].
CCOC(=O)c1c(NC(=O)CN2C(=O)NC3(CCC(C)CC3)C2=O)sc(C(=O)N(C)C)c1C (stereo not given) was read as K1F lysis inhibition 0.7%[50 µM].
For CCCCc1cc(=O)oc2cc(OCC(=O)N3CCC(C(N)=O)CC3)ccc12 the results were K1F lysis inhibition 1.6%.
For O=C(N/N=C/c1ccoc1)c1ccc([N+](=O)[O-])cc1 the results were K1F lysis inhibition -0.1%.
For C[C@@H]1COC(=O)[C@H](NC(=O)OCC2c3ccccc3-c3ccccc32)C/C=C\C[C@@H](CC(=O)N[C@@H](CO)Cc2ccccc2)C(=O)N1 the results were K1F lysis inhibition 1.0%.
For COc1ccccc1CNS(=O)(=O)c1cccc2nsnc12 the results were K1F lysis inhibition -0.4%[50 µM].
Screening CC1CCN(C(=O)COC(=O)/C=C/c2ccc([N+](=O)[O-])cc2)CC1 returned K1F lysis inhibition -3.0%.
For Nc1ccc(Oc2ccccc2-c2ccccc2)cc1 the results were K1F lysis inhibition 0.1%.
`O=C(Nc1ccc2c(c1)CCCN2C(=O)c1cccs1)c1cccc(F)c1` gave K1F lysis inhibition 0.0%.
For O=C(Nc1ccc(F)cc1)c1cccc2ccccc12 the results were K1F lysis inhibition 0.8%.
For CCOC(=O)c1c(CN2CCN(CC#N)CC2)n(C)c2cc(Br)c(OC)cc12 the results were K1F lysis inhibition 0.1%.
COc1cc(NC(=O)c2ccc(C(=O)c3ccccc3)cc2)cc(OC)c1OC was read as K1F lysis inhibition -1.4%[50 µM].
CCN1C(=O)C2CCCCN2c2ccc(C(=O)NCCOC)cc21 (stereo not given) was read as K1F lysis inhibition -0.1%.
CN(C(=O)c1ccoc1)c1ccc2ccccc2c1 was read as K1F lysis inhibition -0.1%.
Screening CCOC(=O)[C@H]1[C@H]2COc3ccc(C)cc3[C@@H]2N2C(=O)c3cc(F)c(F)cc3NC(=O)[C@@]12C returned K1F lysis inhibition 1.0%.
CC(=O)c1ccc(OCCCC(=O)Nc2nnc(C3CC3)s2)cc1 was read as K1F lysis inhibition 1.8%.
For CCCCNC(=S)Nc1ccc2nc(N3CCN(CC)CC3)cc(C)c2c1 the results were K1F lysis inhibition -0.6%[50 µM].
CCN(C(=O)CSc1nc2ccccc2n1CC(C)C)c1c(N)n(Cc2ccccc2)c(=O)[nH]c1=O was read as K1F lysis inhibition 0.3%[50 µM].
CCCCN1CC[C@H]2C=CC[C@@H](C(=O)Nc3ccccc3)[C@H]2C1=O was read as K1F lysis inhibition 0.6%.
`Cc1c(OCC(=O)N2CCN(c3ccccc3)CC2)ccc2c3c(c(=O)oc12)CCCC3` gave K1F lysis inhibition 0.2%.
CC1Cc2ccccc2N1C(=O)c1ccc(F)c(S(=O)(=O)N2CCOCC2)c1 (stereo not given) was read as K1F lysis inhibition 1.9%.
Screening CN1C(=O)C(C)(C)c2cc(S(=O)(=O)N3CCCC(C(=O)NCc4ccccc4Cl)C3)ccc21 (stereo not given) returned K1F lysis inhibition 0.1%.
`COc1ccc(CNC(=O)CCCn2nc(C)n3ccnc3c2=O)cc1` gave K1F lysis inhibition 3.9%.
For CCC(C)NC(=O)CSc1nnc(-c2ccc(OC)c(OC)c2)c(-c2ccc(OC)c(OC)c2)n1 (stereo not given) the results were K1F lysis inhibition 0.0%.
`COc1ccc2nc(-c3ccccc3)nc(SC)c2c1` gave K1F lysis inhibition 0.4%.
`Cc1cccn2c(=O)c3cc(S(=O)(=O)c4ccc(Br)cc4)c(=N)n(C4CCCC4)c3nc12` gave K1F lysis inhibition 0.2%.
For COc1ccc(NC(=O)CN(C)C(=O)c2cc(-c3cccs3)nn2-c2ccccc2)cc1 the results were K1F lysis inhibition -0.8%[50 µM].
O=C(NCCCN1CCOCC1)c1cccc(S(=O)(=O)Nc2ccccc2Cl)c1 was read as K1F lysis inhibition 1.8%[50 µM].
Cc1oc2c(CN3CCCCC3C)c(O)ccc2c(=O)c1-c1ccccc1 (stereo not given) was read as K1F lysis inhibition -0.6%[50 µM].
Screening COc1ccc(CCNC(=O)c2ccc(NS(=O)(=O)c3ccc4[nH]c(=O)[nH]c4c3)cc2)cc1 returned K1F lysis inhibition 1.5%[50 µM].
For O=C(CSC1=NS(=O)(=O)c2cc(F)ccc2N1)Nc1ccc(F)cc1 the results were K1F lysis inhibition -1.8%.
O=C(C[C@H]1C[C@H](C(=O)N2CCCCC2)[C@@]2(CCc3ccccc3)c3[nH]c4ccc(Cl)cc4c3CCN2C1=O)NCc1ccco1 was read as K1F lysis inhibition 0.3%.
For N#CCC(=O)Nc1ccc(C(=O)OCC(=O)c2c[nH]c3ccccc23)cc1 the results were K1F lysis inhibition -1.1%.

An excerpt; the hit share may differ from the screen's.
